Screens as filed in PubChem.
EP2 modulator: modulates human prostaglandin E2 receptor EP2 signaling | P43116 | EP2-expressing cells, cAMP HTRF FRET, PGE2 co-stimulation | induction, % at 25 µM | 260,000 tested, 0.83% active | AID 940;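 active means compounds whose cAMP rise, as percent of the full-agonist control response, exceeds 60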;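 further: rat C6 glioma line stably carrying human EP2 under a CMV promoter; the protocol text gives 20 µM as final concentration; 100% = response of wells given 1 µM PGE2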
Target sequence (P43116 whole entry, looked up): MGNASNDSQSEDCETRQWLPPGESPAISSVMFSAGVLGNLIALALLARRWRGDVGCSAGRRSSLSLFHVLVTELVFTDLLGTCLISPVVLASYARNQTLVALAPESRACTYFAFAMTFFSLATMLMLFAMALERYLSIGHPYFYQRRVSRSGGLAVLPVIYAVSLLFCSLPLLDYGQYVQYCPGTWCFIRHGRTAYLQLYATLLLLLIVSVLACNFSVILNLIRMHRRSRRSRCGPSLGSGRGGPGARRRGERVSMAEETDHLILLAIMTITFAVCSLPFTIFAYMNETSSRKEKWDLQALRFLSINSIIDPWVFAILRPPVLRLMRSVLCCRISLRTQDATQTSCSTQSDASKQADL
Starred values were filed as active, the others as inactive. These rows are one share of the data; the hit share may differ from the screen's.

EP2 modulator | structure
-17 | CC(C)NS(=O)(=O)c1ccc(CCC(=O)NCc2ccccn2)cc1
25 | Cc1occc1-c1nnc(SCC(=O)Nc2ccc3c(c2)OCO3)n1Cc1ccco1
-71 | O=C(c1cccs1)N1CCN(c2ncnc3c2cnn3-c2ccccc2)CC1
9 | C=CCc1cccc(CNn2cnnc2)c1O
7 | COc1ccc(-n2c(CNc3ccc(Cl)cc3)nnc2SCC(=O)O)cc1
-10 | O=C(Cn1nc(-c2cccnc2)oc1=O)N1CCCc2ccccc21
40 | O=C(O)[C@H](Cc1cc(I)c(O)c(I)c1)C1CCCCC1
-23 | CC(C(=O)N1CCC(n2nc(-c3ccco3)ccc2=O)CC1)c1ccccc1 (stereo unspecified)
-25 | CCOc1ccc(N2CC(C(=O)Nc3cccc(Cl)c3Cl)CC2=O)cc1 (stereo unspecified)
-66 | Cc1ccc(C(=O)CSc2nnc(COc3ccc4ccccc4c3)o2)cc1
-27 | CC(C)C(c1nnnn1C1CCCC1)N1CCN(C2CCCC2)CC1 (stereo unspecified)
33 | COc1ccc(C(=O)c2ccccc2O)c(O)c1
-89 | Cc1ccc(C)c2nc3sc(C(=O)N4CCC(C)CC4)c(N)c3cc12
-29 | CCN(CC)C(=O)c1cc(-c2ccc(C)cc2)on1
10 | Cc1ccc(C(=O)Nc2cccc(NC(=O)CSc3nnc(-c4ccncc4)n3C)c2)cc1
-31 | O=C(O)COc1c(Cl)cc(C2C3=C(CCCC3=O)NC3=C2C(=O)CCC3)cc1Cl
9 | COc1ccccc1N1CCN(C(c2ccccc2)c2nnnn2Cc2ccc3c(c2)OCO3)CC1 (stereo unspecified)
-63 | CCN(CC)CCCNC(=S)N(CCN(C)C)Cc1cc2cc(C)c(C)cc2[nH]c1=O
-24 | CCC(=O)NC(c1ccccc1)c1cc(Cl)c2cccnc2c1O (stereo unspecified)
-42 | Cc1ccc2cc(CN(CCN(C)C)C(=S)NC3CCCCC3)c(=O)[nH]c2c1C
-14 | Cc1ccc(-n2c3c(cc(C(=O)NCCCN(C)C)c2=O)C(=O)CC(C)(C)C3)cc1
9 | CCC(c1nnnn1C(C)(C)C)N(Cc1ccc(OC)cc1)Cc1cc2cccc(C)c2[nH]c1=O (stereo unspecified)
2 | Cc1ccc(C)c(-n2c(SCC(N)=O)nnc2-c2ccco2)c1
32 | c1ccc(C[C@@H](Nc2cccnc2)c2ccccc2)cc1

Taken from above.
CC(C)NS(=O)(=O)c1ccc(CCC(=O)NCc2ccccn2)cc1 in EP2 modulator → -17
COc1ccc(-n2c(CNc3ccc(Cl)cc3)nnc2SCC(=O)O)cc1 in EP2 modulator → 7
CCC(c1nnnn1C(C)(C)C)N(Cc1ccc(OC)cc1)Cc1cc2cccc(C)c2[nH]c1=O (stereo unspecified) in EP2 modulator → 9

Other compounds:
EP2 modulator | structure
-35 | CCC(C)(C)C(=O)Nc1ccc(S(=O)(=O)N2CCCC2)cc1
4 | COc1ccc(CC(=O)NNC(=O)Cc2cccs2)cc1OC
-22 | CCOCCCNC(=O)c1ccc(Cl)c(S(=O)(=O)N2CCOCC2)c1
-25 | Cc1cccc(Cn2c(SCC(C)O)nc3c2c(=O)[nH]c(=O)n3C)c1 (stereo unspecified)
22 | O=C(Cn1cnc([N+](=O)[O-])n1)NCCOc1ccccc1
16 | CC1O[C@@H](Oc2c(-c3ccc(O)c(O)c3)oc3cc(O)cc(O)c3c2=O)[C@H](O)[C@H](O)[C@H]1O (stereo partly specified)
13 | CCOC(=O)c1ccc(NC(=O)c2c(O)c3ccccc3n(CC)c2=O)cc1
-31 | CC1(C)Oc2ccc(S(=O)(=O)N3CCNC(=O)C3)cc2NC1=O
-29 | O=C(CC1CCCCC1)N1CCN(c2ccccc2F)CC1
-19 | CC(NC(=O)CN1N=C(C(C)(C)C)Cn2c(cc3ccccc32)C1=O)c1ccncc1 (stereo unspecified)
8 | COc1ccc(OC)c(CN(Cc2ccnc(N3CCCC3)n2)CC2CCCO2)c1 (stereo unspecified)
-13 | CCc1ccc2c(c1)N(C[C@H](C)CN(C)C)c1ccccc1S2

Three compounds from above, sorted by length of the SMILES, highest first:
EP2 modulator | structure
-31 | CC1(C)Oc2ccc(S(=O)(=O)N3CCNC(=O)C3)cc2NC1=O
4 | COc1ccc(CC(=O)NNC(=O)Cc2cccs2)cc1OC
-29 | O=C(CC1CCCCC1)N1CCN(c2ccccc2F)CC1

Additional entries follow.
EP2 modulator | structure
2 | COc1ccccc1NC(=O)CSc1nnc(-c2ccccc2C)n1C
4 | CN(C(=O)CSc1ncnc2sc3c(c12)CCC3)c1nc(-c2ccccc2)cs1
15 | Cc1c(N)c(=O)n(-c2ccccc2)n1C
-17 | CCOc1ccc(C(=O)Nc2nnn(CC)n2)cc1Br
-99 | O=C(Nc1ccc(N2CCOCC2)c(Cl)c1)c1ccccc1I
-37 | COc1cccc(CC(=O)N2CCC(n3nc(C4CC4)ccc3=O)CC2)c1
-49 | COc1ccc(-n2nnc(C(C)=O)c2NCc2ccco2)cc1
-16 | Cc1ccnc(N2CCCC(C(=O)NC3CCC(C)CC3)C2)n1 (stereo unspecified)
-14 | COc1ccc(S(=O)(=O)N(CCO)Cc2cc3ccc(C)cc3[nH]c2=O)cc1
-65 | Cc1nc(-c2ccccc2)c(CC(=O)NCc2noc(-c3ccccc3)n2)s1
-19 | CCn1c(CNc2ccc(OC)cc2)nnc1SCCN1CCCCC1
0 | O=C(NCCCn1ccnc1)c1ncoc1-c1ccccc1C(F)(F)F
-8 | NC(=O)CSc1nc2cccnc2n1C1CCCCC1
-13 | COc1ccccc1-n1nnnc1SCC(=O)Nc1ccc(C)cc1
4 | CCCn1c(SCCN2CCOCC2)nc2c1c(=O)n(C)c(=O)n2C
-56 | O=C(NCc1ccco1)c1cc(-c2ccccc2Cl)on1
12 | COc1ccc(CN(CCCn2ccnc2)Cc2cnc(N)nc2)cc1
31 | COc1cccc(CN(CCCn2ccnc2)Cc2ccc(C)s2)c1
-13 | O=C(NCC1COc2ccccc2O1)C(=O)N1CCOCC1 (stereo unspecified)
0 | CS(=O)(=O)c1cncnc1C1CCCN(C(=O)Cc2ccc(Cl)cc2)C1 (stereo unspecified)
-63 | CCN(CC)CCCNC(=S)N1CCN(c2nc(-c3ccc(F)cc3)cs2)CC1
8 | Nc1cc(-c2cccs2)nn(CC(=O)Nc2ccc(N3CCCCC3)cc2)c1=O
3 | C=CCn1c(SC/C=C(\C)Cl)nc2c1c(=O)n(C)c(=O)n2C
-24 | CN(C)CCN(Cc1cc2cc3c(cc2[nH]c1=O)OCO3)C(=O)Nc1ccccc1F
21 | CCc1c(C)sc2nc(C)nc(SCC(=O)Nc3ccccc3C)c12
-20 | CCOc1ccc(NC(=O)CSc2nnc(NC(=O)C3CC3)s2)cc1
-20 | COc1ccc(C(=O)NC(=S)Nc2sc3c(c2C#N)CCC(C)C3)cc1 (stereo unspecified)
5 | COc1ccc(Cl)c2c1[nH]c1nc(SCC(=O)O)nnc12
-10 | CC1CCN(c2ccc(C(=O)N3CCC4(CC3)NC(=O)c3ccccc3N4)cc2)CC1
-55 | CCC(=O)Nc1nc2ccc(F)cc2s1
16 | Cc1cc(NC(=O)CSc2nnc3c(C)cc4cc5c(cc4n23)OCCO5)no1
-49 | CCOc1ccc(-n2nnnc2SCC(N)=O)cc1
5 | C=COCCNC(=O)C1CCN(c2nc3ccccc3n2C)CC1
-42 | c1coc(CNCc2cccc3ccccc23)c1
-14 | Cc1nnc(SCC(=O)NNC(=O)COc2ccc(Cl)cc2)n1C
46 | CN(Cc1cccc2ccccc12)Cc1cccc2ccccc12
58 | N#Cc1cc2cc3c(cc2nc1SCC(=O)NC1CCCCC1)OCCO3
-47 | O=C(c1csc2c1CCCC2)N1CCC(c2ccnc3nc(C(F)(F)F)nn23)CC1
-13 | Cc1ccc(C(=O)Nc2ccc(N3CCN(C(=O)c4ccco4)CC3)cc2)c(Cl)c1
-73 | O=S(=O)(NC1CCCCC1)c1ccc(S(=O)(=O)N2CCCCCC2)cc1
-14 | CC(C)C(=O)c1cn(CC(=O)NCc2ccccc2)c2ccccc12
-34 | Cc1cccc(Nc2nc(NCCO)nc(N3CCOCC3)n2)c1
-43 | CCN1c2ncccc2C(=O)NC12CCN(C(=O)c1cnn(CC)c1C)CC2
-63 | CCOC(=O)/C=C/C(=O)Nc1ccc(S(=O)(=O)N2CCc3ccccc32)cc1
-103 | Cc1cc(C)n2nc(-c3ccc(Br)cc3)c(Br)c2n1
-18 | Cc1sc2nc(CN3CCN(C/C=C/c4ccccc4)CC3)[nH]c(=O)c2c1C
-19 | CCN(CC)C(=O)CSc1nnc(COc2cccc3ccccc23)n1CC
-2 | CCc1nnc(NC(=O)CCC(=O)N2CC3(C)CC2CC(C)(C)C3)s1 (stereo unspecified)

Some of the entries so far, with each value named.
> Cc1sc2nc(CN3CCN(C/C=C/c4ccccc4)CC3)[nH]c(=O)c2c1C
  EP2 modulator: -18
> CC(C)C(=O)c1cn(CC(=O)NCc2ccccc2)c2ccccc12
  EP2 modulator: -14
> O=C(c1csc2c1CCCC2)N1CCC(c2ccnc3nc(C(F)(F)F)nn23)CC1
  EP2 modulator: -47

(more compounds)
EP2 modulator | structure
-2 | COc1ccc(-c2ncc(CN3CCC(CO)C3)cn2)cc1 (stereo unspecified)
-6 | CC(NC(=O)C(c1ccccc1)C1CCCC1)c1nc(-c2cccnc2)n[nH]1 (stereo unspecified)
0 | COc1ccccc1CNS(=O)(=O)c1ccc(S(=O)(=O)N2CCC(C)CC2)cc1
48 | Cc1cccc2cc(C#N)c(SCC(=O)Nc3c[nH]c(=O)[nH]c3=O)nc12
-19 | COc1cc(S(=O)(=O)NCCC2=CCCCC2)ccc1-n1cnnn1
-3 | COc1cc(OC)cc(C(=O)Nc2ccc(C)cn2)c1
8 | COc1ccc(N(CC(=O)NCc2ccncc2)S(C)(=O)=O)c(OC)c1
-15 | CCCCCCCCCCCC1=C(O)C(=O)C=C(O)C1=O
-46 | CCOc1ccc(NC(=O)CSc2nc(NS(=O)(=O)c3ccc(C)cc3)cc(=O)[nH]2)cc1
4 | C#CCOc1ccc(C2C3=C(CC(C)(C)CC3=O)NC3=C2C(=O)CC(C)(C)C3)cc1OCC
8 | CN1CCCc2cc(SC#N)ccc21
24 | CC1CCc2c(sc3ncn4c(SCC(=O)OC(C)C)nnc4c23)C1 (stereo unspecified)
-10 | CCOc1ccc2[nH]c(=O)c(C3C(C#N)=C(N)OC4=C3C(=O)CCC4)cc2c1 (stereo unspecified)
12 | COc1ccc(CN2CCC(O)(c3ccccc3OC)CC2)cc1CO
6 | CC(=O)NC1=C(OS(=O)(=O)c2ccc(C)cc2)CN(C)C1=O
-16 | CC(=O)NC1=NN(C(C)=O)C2(S1)C(=O)N(CCc1ccccc1)c1ccc(F)cc12 (stereo unspecified)
-11 | CC(C)c1nnc(SCC(=O)Nc2sc3c(c2C#N)CCCC3)n1C
-2 | CC(C)C(NC(=O)c1cc2c([nH]c1=O)CCCCC2)C(=O)OC(C)(C)C (stereo unspecified)
-30 | CC(C)(CO)NC(=O)C1CC(c2c(F)cccc2Cl)=NO1 (stereo unspecified)
-58 | COc1ccccc1C(=O)Nc1nc(-c2ccc3c(c2)CCN3C(=O)C(C)(C)C)cs1
-19 | CN(C)CCCn1cnn2c3ccccc3nc12
2 | COC(=O)[C@H]1CN(C(=O)c2ccc3nc[nH]c3c2)C[C@@H]1c1ccc(F)cc1
-10 | CN(C)c1ccc2nc3c(C(=O)O)cc(=O)c(O)c-3oc2c1
7 | COc1ccc(NC(=O)c2ccco2)cc1NC(=O)COc1ccc(C)cc1

Compounds listed so far that contain a CF3 group, in the order listed:
EP2 modulator | structure
0 | O=C(NCCCn1ccnc1)c1ncoc1-c1ccccc1C(F)(F)F
-47 | O=C(c1csc2c1CCCC2)N1CCC(c2ccnc3nc(C(F)(F)F)nn23)CC1

Next entries follow.
EP2 modulator | structure
-24 | COc1ccc(NC(=O)N(CCCN2CCOCC2)Cc2cc3cc(C)ccc3[nH]c2=O)cc1
21 | CC(=O)O[C@@](C)(CCC=C(C)C)C1CC=C(C)CC1 (stereo partly specified)
6 | Cc1ccc2cc(C(c3nnnn3C3CCCCC3)N3CCCCC3)c(=O)[nH]c2c1 (stereo unspecified)
-77 | O=c1cc(-c2cccc(F)c2)oc2ccccc12
-27 | CCNC(=S)N(CCCN(CC)CC)Cc1cc2cc3c(cc2[nH]c1=O)OCCO3
13 | CCOCCNC(=O)CSc1ccc(-c2ccc(OC)cc2)nn1
-16 | CC(C(=O)O)[n+]1cccc(-c2ccccc2)c1 (stereo unspecified)
-21 | CCCc1ncc(CNC2(c3ccc(Cl)cc3)CC2)cn1
-35 | CCN1CCCC1CN(Cc1cc2cc3c(cc2[nH]c1=O)OCCO3)C(=O)Nc1ccccc1OC (stereo unspecified)
4 | CC(C)(C)c1ccc(C(=O)NC2CCN(CC(=O)Nc3ccc4c(c3)OCCO4)CC2)cc1
-10 | CCc1ccc(NC(=O)CSc2nnc(-c3ccncc3)n2CCCN(C)C)cc1
-95 | Oc1ccc(-c2nc3cnccn3c2NCc2ccc(F)cc2)cc1
11 | CC1Cc2ccccc2N1C(=O)Cn1c(=O)n(C)c2ncccc21 (stereo unspecified)
-1 | CN(N)c1cc(=O)n(C)c(=O)[nH]1
-2 | CCOc1nc(C)ccc1-c1noc(-c2cccc(OC)c2)n1
-14 | COC(=O)C1=C(C)N(C)C(=O)NC1c1ccc(N2CCOCC2)cc1 (stereo unspecified)
-15 | CN1C(=O)C2(C(C#N)=C(N)Oc3c2c(=O)oc2ccccc32)c2ccccc21 (stereo unspecified)
-23 | COc1ccccc1OCCN(C)C(=O)c1cc(=O)c2cc(C)c(C)cc2o1
2 | CCOc1ccc(NC(=O)COC(=O)C2CC(=O)N(c3ccccc3)C2)cc1 (stereo unspecified)
13 | CCCN(Cc1cc2cccc(C)c2[nH]c1=O)C(=O)c1cc(OC)cc(OC)c1
15 | O=C1C=CC2=C3c4cc(O)c(O)cc4CC3(O)COC2=C1O (stereo unspecified)
-24 | Cn1c(SCC(=O)Nc2ccccc2Br)nnc1-c1ccco1
10 | CCc1oc(C(=O)N2CCCCC2c2nc3ccccc3[nH]2)cc1CN1CCOCC1 (stereo unspecified)
-24 | COc1ccc(Cl)cc1NC(=O)CSc1nnc(-c2ccc(C)cc2)n1C
